NR2E3 ag-1: inhibitors of NR2E3-RetCOR corepressor binding, primary screen, NR2E3 agonist project, biochemical, TR-FRET, GST-NR2E3, biotin-RetCOR; 1536-well; inhibition of corepressor binding, % at 4.78 µM; 0.12% of 320,000 active; AID 2300, 2010;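 active means percent inhibition above the cutoff of mean plus 3 SD of all tested compounds, set per screening campaign, cut at about 20% in these data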;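 further: 0% = DMSO wells and 100% = biotin wells as full block of FRET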
Target sequence (Q9Y5X4 whole entry, looked up): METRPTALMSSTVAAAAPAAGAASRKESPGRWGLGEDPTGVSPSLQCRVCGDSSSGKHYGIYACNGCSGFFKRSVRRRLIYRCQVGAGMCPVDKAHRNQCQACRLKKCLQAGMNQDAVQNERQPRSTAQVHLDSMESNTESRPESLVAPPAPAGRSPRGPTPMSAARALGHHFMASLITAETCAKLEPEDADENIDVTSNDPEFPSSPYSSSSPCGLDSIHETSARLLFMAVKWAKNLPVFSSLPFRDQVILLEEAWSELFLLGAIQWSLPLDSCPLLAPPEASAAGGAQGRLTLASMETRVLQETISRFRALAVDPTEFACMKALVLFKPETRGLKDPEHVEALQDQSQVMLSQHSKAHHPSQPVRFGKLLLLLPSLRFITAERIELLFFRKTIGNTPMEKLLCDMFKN
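Material: NR2E3–RetCOR corepressor complex / Amount: 1.35 nM GST-NR2E3 / Medium: Tris pH 7.5 / Compound: single nominal compound dose of 4.8 µM / Incubation: 5 h at 4 °C / Technique: TR-FRET, Eu(K)-anti-GST donor, streptavidin-D2 acceptor, ex 340, em 617/671 nm / Read-out basis: percent loss of FRET ratio relative to control wells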
Peg3 prom inh: Peg3 promoter-driven luciferase inhibitors, primary screen, cell-based, HeLa, luciferase luminescence; HeLa PEG-Prom luciferase reporter, overnight; inhibition, % at 20 µM; 1.7% of 360,000 active;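 active means inhibition of at least 50% at 20 µM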
C8 TRAIL sens: viability loss with TRAIL in NB7+C8 cells, primary screen, TRAIL sensitizer project, cell-based, ATPlite luminescence; inhibition (viability loss, TRAIL sensitization), % at 10 µM; 1% of 360,000 active; AID 624354, 2012;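 active means compounds causing at least 50% loss of cell viability in the single-dose screen, relative to plate controls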
LMP1 NFkB inh: EBV LMP1-driven NF-kappaB luciferase reporter inhibitors, primary screen, cell-based, luminescence, single point; inhibition, % at 12.5 µM; LMP1-induced NF-kappaB luciferase reporter cells; AID 504558, 2011; 0.69% of 350,000 active; in the data active means inhibition above about 41%;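 further: 0% = neutral control wells and 100% = reference inhibitor control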
hiPSC survival: enhancers of single-cell hiPSC survival, primary screen, ATPlite luminescence; 100% = ROCK inhibitor wells, 0% = DMSO; survival enhancement, % at 20 µM; 0.044% of 360,000 active; in the data active means survival enhancement above about 18%;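 further: cells exposed to compounds for 16 hours before the ATP read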
HIF-2a inh: HIF-2a reporter inhibitors, primary screen, luminescence, 786-0 RCC cells | 786-0 RCC cells HIF-2a reporter, luciferase luminescence, overnight | 0.72% of 360,000 active | inhibition, % at 18.8 µM;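 active means inhibition of the luminescence signal of 40% or more relative to plate controls, in a single-dose primary screen at 18.75 µM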
NR2E3 ag-2: NR2E3 agonists in two-hybrid cells, primary screen, cell-based, luminescence, CHO-S, Gal4-NCOR/VP16-NR2E3; Photoreceptor-specific nuclear receptor (Homo sapiens), Q9Y5X4; luciferase; inhibition of corepressor binding, % at 3.98 µM; 0.35% of 360,000 active; AID 602229, 2012;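 active means inhibition above the mean of all tested compounds plus 3 SD, cut at about 70% in these data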;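 further: 0% = DMSO with NR2E3 transfected cells and 100% = cells lacking NR2E3 construct; higher means lower luciferase signal from less NR2E3 corepressor binding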
TRPM1 prom inh: inhibitors of MITF-dependent TRPM1 promoter reporter, primary screen, cell-based, SK-MEL-5, single point, luciferase | inhibition, % at 12.5 µM | AID 488899, 2010 | 0.83% of 330,000 active | SK-MEL-5 TRPM1 promoter luciferase, 24 h;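 active means mean inhibition across replicates of 60% or more, whatever share of single replicates reaches that level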; further: values of inactives mirror those of a sister screen read the other way
Shn3 3UTR inh: reduction of Shn3 3'UTR firefly luciferase signal, primary screen, Schnurri-3 inhibitor project, cell-based, Clone20 osteoblasts, set 2; AID 588674, 2011; inhibition, % at 12.5 µM; Clone20 osteoblast Shn3 3'UTR firefly luciferase, 24 h; 0.52% of 360,000 active;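 active means mean inhibition of at least 75% with every replicate also reaching 75%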;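 further: 0% = median of neutral control wells and 100% = pilot-screen positive control compound; some compounds past the cut are filed as inactive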
CF NFkB block: inhibitors of PAF-induced NF-kB signaling, primary screen, cell-based, GFP fluorescence, uHTS. KKLEB NF-kB-GFP reporter, GFP fluorescence overnight. 0.86% of 360,000 active. inhibition, % at 5 µM;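 active means at least 50% inhibition at 5 µM, scaled per plate between neutral and stimulator controls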;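 further: PAF is a Pseudomonas aeruginosa culture filtrate used as stimulus; plate controls were PAF-stimulated DMSO wells for no effect and unstimulated DMSO wells for full effect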
KKLEB cytotox: cytotoxicity in KKLEB CF airway cells, primary screen, cytotoxicity control for CF NF-kB inhibitor project, cell-based, uHTS, fluorescence assay plates; KKLEB CF airway cells viability, ATPlite luminescence, overnight; stronger effect = lower value; cells stimulated with P. aeruginosa culture filtrate; activity change (cytotoxicity), % at 5 µM; 0.36% of 360,000 active;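 active means corrected activity change at or below -50% at 5 µM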
The depositor's hits bear a star; . = no result given. Only part of the results is shown. The share of hits here may be higher or lower than overall.

SMILES	NR2E3 ag-1	Peg3 prom inh	C8 TRAIL sens	LMP1 NFkB inh	hiPSC survival	HIF-2a inh	NR2E3 ag-2	TRPM1 prom inh	Shn3 3UTR inh	CF NFkB block	KKLEB cytotox
CC(=O)c1cccc(NC(=O)C2COc3ccccc3O2)c1 (configuration not stated)	5	-169	4	-17	-0.5	-186	-22	.	-40	11	6
O=C(CSCc1ccc(F)cc1)N1CCOCC1	2	-74	17	-11	-2.8	-132	-18	-24	4	-2	0
Cc1noc(C)c1COC(=O)c1ccc(N(C)C)cc1	-1	-79	0	-7	0.1	-119	-35	-19	0	-14	1
Cc1cc(NC(=O)c2c(Cl)c(C)nn2C)no1	-4	-3	6	-13	1.8	-6	-13	15	-11	1	-2
O=C(CN1CCN(c2ccc(O)cc2)CC1)Nc1ccccc1C(=O)NCCc1ccccc1	2	21	10	6	-0.8	-57	-16	2	28	-8	2
O=c1oc2ccccc2cc1-c1nnc(NCc2ccco2)s1	3	-188	22	-11	-0.6	-214	-96	-27	-10	-7	-1
CCOC(=O)C1=C(OCc2ccc(Cl)cc2)C2C=C(C)C=CC2N=C1 (configuration not stated)	-2	19	16	0	4.5	14	-10	5	11	-16	-1
COC(=O)c1ccc(NC(=S)NN2CCOCC2)cc1	0	-49	-2	-11	-0.7	-76	-47	-17	-16	-10	4
CCCCCC(=O)N/N=C(\C)c1ccccn1	4	9	0	38	-1.0	-13	-17	16	39	-11	3
CCC(C)(C)NC(=O)C(c1ccc(OC)cc1)N(C(=O)CCC(=O)Nc1cc(C)on1)c1ccc(OC)c(OC)c1 (configuration not stated)	2	5	0	1	-0.4	5	-13	3	8	-1	-2
COc1ccc(S(=O)(=O)Nc2ccc(S(=O)(=O)N3CCOCC3)cc2)cc1C	1	8	14	-1	-0.8	19	1	3	-8	9	4
CCOc1ccc(S(N)(=O)=O)cc1-c1nc2c(C(C)(C)C)nn(C)c2c(=O)[nH]1	3	8	1	-7	-0.7	11	-4	9	6	-2	-7
COc1ccc(C(=O)N=c2nc3ccccn3s2)cc1	2	-39	91*	64*	-5.6	46*	-131	54	44	-9	-48
COC(=O)CC1SC(=O)NC1=Nc1ccc(O)cc1 (configuration not stated)	3	10	-8	-4	-2.9	7	-12	8	-13	-12	10
COc1ccc(CNC(=O)Nc2cc(C)ccc2C)cc1	0	8	7	7	3.1	9	-8	-13	7	-8	5

Reprinted from the part before: 2 compounds; new compounds follow.
SMILES	NR2E3 ag-1	Peg3 prom inh	C8 TRAIL sens	LMP1 NFkB inh	hiPSC survival	HIF-2a inh	NR2E3 ag-2	TRPM1 prom inh	Shn3 3UTR inh	CF NFkB block	KKLEB cytotox
COC(=O)CC1SC(=O)NC1=Nc1ccc(O)cc1 (configuration not stated)	3	10	-8	-4	-2.9	7	-12	8	-13	-12	10
COc1ccc(CNC(=O)Nc2cc(C)ccc2C)cc1	0	8	7	7	3.1	9	-8	-13	7	-8	5
Cn1c(N)c(C(=O)COC(=O)c2ccc3c(c2)OCCO3)c(=O)n(C)c1=O	3	10	7	-6	0.6	-9	-1	-4	-4	-1	7
COC(=O)c1nc2cc3c(cc2c(C)c1C(=O)OC)OCO3	-1	-18	7	-6	-2.5	-24	0	1	4	-3	12
O=C(Nc1ccncc1)C1CCN(S(=O)(=O)c2ccc(Cl)cc2)CC1	0	1	5	2	1.2	24	1	0	47	-13	0
CC(C)CN(C(=O)C1=COCCO1)c1c(N)n(Cc2ccccc2)c(=O)[nH]c1=O	.	6	-23	2	-2.7	8	-6	.	8	20	-6
CCN1CCC2(CC1)N=C(c1ccc(F)cc1)C(=S)N2C(=O)c1ccc(C)cc1	1	90*	8	7	-1.2	9	16	47	52	18	2
CNS(=O)(=O)c1ccc(C(=O)NCC(=O)NCC2COc3ccccc3O2)cc1 (configuration not stated)	3	15	-15	-7	0.4	9	-31	1	68	1	-13
Cc1cccc(NC(=O)CSc2nc(-c3ccccc3)c(C#N)c(=O)[nH]2)c1C	19	0	0	-3	-0.4	24	-16	12	-9	-17	2
CCCCN1C(=O)CC(C(=O)O)C1c1ccc(OC)cc1 (configuration not stated)	-1	5	-8	5	0.3	15	-17	-2	12	2	1
COc1cc(CNC(=O)c2cc(-c3cc(Cl)ccc3C)n[nH]2)cc(OC)c1	.	-13	-39	.	-1.2	-20	-9	.	12	-6	-5
CCCCCCCC(=O)N/N=C/c1ccncc1	4	16	-25	3	-0.6	14	-27	-9	-15	32	-5
Cc1ccc(C(=O)N2CCN(C)CC2)cc1S(=O)(=O)N1CCOCC1	4	9	-10	2	-0.3	-1	7	0	1	-2	9
COc1cccc(C(NC(C)=O)c2nc(-c3ccc(N(C)C)cc3)cs2)c1 (configuration not stated)	.	12	-1	.	1.0	-7	19	.	4	12	2
O=C(Cc1c(O)c2ccccc2[nH]c1=O)NCc1ccccc1F	2	3	-6	-4	3.2	12	-4	-1	-22	-2	12
COc1cc(OC)cc(C(=O)NCCCCCCNC(=O)c2cc(OC)cc(OC)c2)c1	0	7	4	10	0.1	9	0	6	4	-12	-18
CC12CN(Cc3ccccc3)CC(C)(CN(Cc3ccccc3)C1)C2=O	-1	11	-5	2	0.0	16	-34	-5	14	6	1
O=C(COc1ccc2c3c(c(=O)oc2c1)CCC3)NCc1ccccn1	1	-15	-9	1	-0.1	-24	-21	-4	-2	-11	-9
CC(C)N(C)C1=CC(=O)C(N(C)C(C)C)=CC1=O	.	-2	-26	-3	0.8	-5	-12	21	-21	2	-3
O=c1ccc(-c2ccc(S(=O)(=O)N3CCCCC3)o2)n[nH]1	-1	2	-3	8	0.6	6	-5	-12	-7	7	4
O=C1OC(N2CCN(C/C=C/c3ccccc3)CC2)c2ccccc21 (configuration not stated)	3	-8	2	4	8.6	-2	0	5	-18	5	5
Cc1ccc(S(=O)(=O)N2CCCCC2)cc1NC(=O)COC(=O)C1CC1	.	-2	-22	-4	2.5	4	31	.	21	8	-10
CCOC(=O)C1CCN(C(=O)c2ccc(OCC(=O)Nc3cccc(C(F)(F)F)c3)cc2)CC1	-1	10	6	11	0.7	4	-11	10	57	-1	7
Cn1c(=O)c2c(nc(CN3CCN(Cc4ccccc4)CC3)n2Cc2cccc(Cl)c2)n(C)c1=O	3	0	17	5	-1.7	-7	-5	-3	-9	-25	15
CC(C(=O)NCC1(c2ccccc2)CCCC1)N1CCCC1 (configuration not stated)	2	-5	-8	-15	2.0	-13	-16	0	-23	-4	1
CCCCN(CCCC)C(=O)c1cn(CC)c2cc(N3CCN(C)CC3)c(F)cc2c1=O	0	-12	-6	-9	-0.7	11	-15	-4	2	-7	12
COc1cc(C(=O)OCC(=O)NCCC2=CCCCC2)cc(OC)c1OC	.	-6	0	1	0.0	10	15	-1	2	10	-12
CCOc1ccnc(OCC)c1Br	1	17	-4	-7	-2.4	20	-9	5	6	-7	9
COc1cc(CCC(=O)Nc2cc(Cl)ccc2N2CCN(C)CC2)cc(OC)c1OC	0	1	-1	-10	-1.6	-19	-27	-3	38	8	-8
CN(C)CCNC(=O)C1CCN(S(=O)(=O)c2ccc3ccccc3c2)CC1	0	2	-16	-5	-0.2	22	-15	4	-20	-47	13
O=C(c1ccccc1Nc1ccc(SC(F)F)cc1)N1CCCCCC1	-1	18	3	-1	5.8	5	8	0	2	-8	6
C[C@@]12CCC3[C@@](CCC4[C@@]3(C)CCC[C@@]4(C)C(=O)Nc3ccc(Cl)cc3)(CC1=O)C2 (some centres not stated)	1	18	3	-1	-0.2	13	-13	-19	18	16	-4
CC(Sc1nc2cc(Cl)ccc2s1)C(=O)Nc1ccc2c(c1)OCO2 (configuration not stated)	-3	-174	0	-30	-1.9	-190	-42	-23	-56	-1	-1
O=C(O)/C=C/C(=O)NCCc1cccc(Cl)c1	-1	19	-1	-7	-0.4	11	-20	1	-17	2	-1
C[C@H]1C=C(C(=O)NC2CC2)O[C@@H](OCc2ccc(CO)cc2)C1	-6	-45	3	2	1.2	-57	-44	-20	2	-12	-7
CC1(C(=O)NS(=O)(=O)c2ccccc2Cl)CCN1C(=O)Cc1cccs1 (configuration not stated)	.	7	-13	.	-2.3	-3	34	.	6	-1	3
C[N+]1(CC(=O)OC2CCCCCCCCCCC2)CCCC1	-1	5	16	-5	1.1	13	-17	-6	-3	10	-4
CSc1cccc(NC(=O)C2CCN(C(=O)c3ccccc3C)CC2)c1	1	2	-6	-13	-1.4	9	-6	18	-2	3	-1
O=C1OC(N2CCN(c3ccccn3)CC2)c2ccccc21 (configuration not stated)	0	7	2	-1	4.7	12	-13	1	-3	-2	1
COc1ccccc1NC(=O)c1nc[nH]c1C(=O)Nc1ccccc1OC	-1	5	-5	2	0.5	18	-44	-3	-4	9	-4
COc1ccc(CN2CC[C@@H]3CN(C(C)=O)[C@H](c4ccccc4Br)C[C@@H]32)cc1	.	12	-14	.	2.3	-11	4	.	-11	15	-7
O=C(O)c1ccc(Sc2nnc3ccccn23)c([N+](=O)[O-])c1	-2	4	-5	-7	0.2	10	22	4	6	-16	3
COc1ccc(CCNC(=O)c2ccc(CNS(=O)(=O)c3ccccc3)cc2)cc1OC	-2	2	3	-5	0.3	5	6	15	1	2	-4
COCCNC(=O)c1onc(CSc2ccc(F)c(F)c2)c1C(=O)O	-3	9	-3	-4	1.9	12	-8	8	-4	14	-5
CCN(CC)c1ccc(/C=C2\C(=O)c3ccc(C(=O)O)cc3C2=O)cc1	3	-257	1	-1	-1.5	-75	-22	-40	-60	-21	6
CC12CC(NC(=O)N1c1cccc(C(=O)N3CCN(c4ccccn4)CC3)c1)c1ccccc1O2 (configuration not stated)	1	11	-7	3	0.1	17	-8	7	6	1	4
CCn1cc(C(=O)N2CCN(c3ccccc3)CC2)c(=O)c2cc(S(=O)(=O)N3CCOCC3)ccc21	-7	10	-10	2	-0.1	0	-18	4	-33	12	7
Cc1cc(C)c(C#N)c(Nc2cccc(Br)c2)n1	-3	2	-21	-2	-0.2	-14	13	7	8	6	-3
C[N+](C)(C)CCNC(=O)c1cc[n+](Cc2ccccc2)c(/C=N/O)c1	.	4	0	-4	-0.3	20	-1	-1	4	6	4
CC(C)(C)C(=O)N1CCN(c2ccnc3cc(Cl)ccc23)CC1	2	24	-1	8	-0.3	29	-33	12	20	16	-4

Screening data deposited in PubChem by several laboratories.
